Salmonella PhoP GFP – PhoP regulon inhibitors, Salmonella typhi PhoP promoter GFP reporter, confirmatory (AID 1850) | Salmonella Typhi PhoP-promoter GFP reporter, fluorescence, 4 h; higher % means a stronger effect | inhibition, % at 50 µM, or IC50 in µM where a hit was titrated | 310,000 tested, 0.33% active; in the data active means a potency from the dose series; inconclusive means inhibition mostly from about 25% at the one dose, without a potency; inactive means the rest, 99 in 100 with inhibition below about 19%;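 further: 0% = induced wells with vehicle and 100% = uninduced wells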
inhibitors of VEEV – inhibitors of VEEV TC-83 cytopathic effect, confirmation, Vero cells (AID 588727); Vero cells, VEEV TC-83 cytopathic effect inhibition; higher % means a stronger effect; one-dose inhibition, % at 20 µM; IC50 in µM for titrated hits; 350,000 tested, 0.13% active; in the data active means a potency from the dose series; inconclusive means inhibition mostly from about 14% at the one dose, without a potency; inactive means the rest, 99 in 100 with inhibition below about 12%; further: strong numbers were not always called active
M. tuberculosis – growth inhibition of non-replicating M. tuberculosis (AID 488890); Mycobacterium tuberculosis non-replicating, growth inhibition; higher % means a stronger effect; one-dose inhibition, % at 25 µM; IC50 in µM for titrated hits; 320,000 tested, 0.39% active; in the data active means a potency from the dose series; inconclusive means inhibition mostly from about 82% at the one dose, without a potency; inactive means the rest, 99 in 100 with inhibition below about 76%;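 further: plate controls were DMSO cells for no effect and high antibiotic wells for full effect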
influenza NS1A – H1N1 influenza NS1A inhibitors, functional cell based assay (AID 504329); NS1A functional cell-based assay, percent inhibition; higher % means a stronger effect; one-dose inhibition, % at 12.5 µM; IC50 in µM for titrated hits; 340,000 tested, 0.3% active; in the data active means a potency from the dose series; inconclusive means inhibition above about 27% without an active follow-up result; further: strong numbers were not always called active
H37Rv inhibition – M. tuberculosis growth inhibition, HTS (AID 449762); M. tuberculosis H37Rv growth inhibition, 7H9 media; higher % means a stronger effect; one-dose inhibition, % at 25 µM; IC50 in µM for titrated hits; 330,000 tested, 0.59% active; in the data active means a potency from the dose series; inconclusive means inhibition above about 70% without an active follow-up result;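 further: bacterial growth assessed after seven days of incubation; strong numbers were not always called active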
inhibitors of VEEV 10K pilot screen – also measured in inhibitors of VEEV; calls as there; inhibition, %; measured here: 10K pilot screen inhibition
* hit, by the source's call; i = inactive; ? = inconclusive; nt = not tested or not shown. Random draw from the library; overall some 1.4% were active at least once.

A first look (2 entries):
SMILES | Salmonella PhoP GFP | inhibitors of VEEV | M. tuberculosis | influenza NS1A | H37Rv inhibition | others
Cc1cccc(NC(=O)CSc2nc(N)c(NC(=O)c3cccs3)c(=O)[nH]2)c1C | 1% | 0.8% | -15% | 23% | -7%
Nc1ccc(-n2cnc3cc([N+](=O)[O-])ccc32)cc1 | -6% | 0.6% | 8% | -4% | 2%

The whole of this part (from the top)
SMILES | Salmonella PhoP GFP | inhibitors of VEEV | M. tuberculosis | influenza NS1A | H37Rv inhibition | others
Cc1cccc(NC(=O)CSc2nc(N)c(NC(=O)c3cccs3)c(=O)[nH]2)c1C | 1% | 0.8% | -15% | 23% | -7%
Nc1ccc(-n2cnc3cc([N+](=O)[O-])ccc32)cc1 | -6% | 0.6% | 8% | -4% | 2%
CC1CCN(CCc2nc3cc(NS(=O)(=O)c4ccc(F)cc4)ccc3n2C)CC1 | 1% | 2.4% | 24% | -2% | 52%
CN(C)c1cccc(C(=O)N2CCCC(CCC(=O)N3CCN(c4ccccn4)CC3)C2)c1 (stereo not given) | -14% | 4.5% | 11% | 18% | -16%
COc1ccc(N2CC(C(=O)NCc3n[nH]c(=O)c4ccccc34)CC2=O)cc1 (stereo not given) | nt | 2.2% | nt | -2% | nt
C#CCn1cccc(C(=O)Nc2ccc(OC)cc2)c1=O | 2% | 3.3% | 1% | -9% | 7%
CCOc1ccc(S(=O)(=O)N2CCCC(C(=O)NC3CCCC3)C2)cc1 (stereo not given) | 5% | 0.9% | -19% | -5% | -7%
Cn1c(SCC(N)=O)nnc1C1CCN(C(=O)NC2CCCCC2)CC1 | 7% | i | 1% | -5% | -1%
Cc1ccc(S(=O)(=O)NCC(=O)N(CC(=O)NC2CCCC2)c2ccc3c(c2)OCCO3)cc1 | nt | 5.2% | nt | 1% | nt
Cn1c(=O)c2c([nH]c(=O)n2C)n(Cc2ccccc2)c1=O | -14% | 0.9% | 4% | nt | -3%
S=c1[nH]cc(-c2ccc(Cl)cc2)n1Cc1ccccc1 | 12% | 0.2% | 16% | -1% | 2%
Cc1csc(NC(=O)C2C3C=CC(O3)C2C(=O)O)n1 (stereo not given) | -9% | 2.6% | 74% | -2% | -1%
CCS(=O)(=O)N1Cc2ccccc2CC1C(=O)Nc1nc2ccc(C)cc2s1 (stereo not given) | -4% | 0.2% | 31% | 0% | 3%
[O-][n+]1cccc2cccc(O)c21 | nt | 3.6% | nt | 6% | nt
NS(=O)(=O)c1ccc(NC(=S)Nc2ccc(S(=O)(=O)N3CCCC3)cc2)cc1 | 2% | 0.3% | 8% | -2% | -1%
O=C(Nc1nc2ccccc2[nH]1)c1cc(F)cc(F)c1 | 3% | 3.1% | ? | -12% | ?
COc1cccc(CC2(CO)CCCN(Cc3ccc(CN4CCCCC4)s3)C2)c1 (stereo not given) | -6% | 0.2% | 23% | -2% | -5%
CS(=O)(=O)N1CCCC(C(=O)Nc2ccc(F)cc2)C1 (stereo not given) | -9% | i | 1% | 1% | 2%
Cc1ccc(-n2[nH]c(C)c(C=NC34CN5CN(CN(C5)C3)C4)c2=O)cc1C | 2% | 0.2% | -5% | -9% | 9%
COc1ccc(OC)c(Nc2nc(-c3ccncc3)nc3ccccc23)c1 | 5% | 1.4% | 61% | 13% | -3%
N#Cc1c(C(F)(F)F)cc(-c2ccco2)nc1SCc1ccccn1 | -7% | i | 20% | -8% | 25%
Cc1ccc(C)c(S(=O)(=O)N2CCN(Cc3ccc(O)c4ncccc34)CC2)c1 | -6% | 8.2% | 3% | -18% | 6%
O=C(CN1C(=O)NC2(CCCCC2)C1=O)Nc1ccc2[nH]c(=O)[nH]c2c1 | nt | 0.7% | -4% | -4% | -12%
Cc1nn(C)c(C)c1CCC(=O)N1CCCC(Nc2ccc(C(C)C)cc2)C1 (stereo not given) | -18% | 1.1% | 7% | -2% | 12%
Cc1cc(C)n(CC(O)CN(c2ccccc2)S(=O)(=O)c2ccccc2)n1 (stereo not given) | 4% | 0.6% | 22% | -3% | 7%

For reference, 6 of the compounds above.
SMILES | Salmonella PhoP GFP | inhibitors of VEEV | M. tuberculosis | influenza NS1A | H37Rv inhibition | others
C#CCn1cccc(C(=O)Nc2ccc(OC)cc2)c1=O | 2% | 3.3% | 1% | -9% | 7%
CCOc1ccc(S(=O)(=O)N2CCCC(C(=O)NC3CCCC3)C2)cc1 (stereo not given) | 5% | 0.9% | -19% | -5% | -7%
Cn1c(SCC(N)=O)nnc1C1CCN(C(=O)NC2CCCCC2)CC1 | 7% | i | 1% | -5% | -1%
Cc1ccc(S(=O)(=O)NCC(=O)N(CC(=O)NC2CCCC2)c2ccc3c(c2)OCCO3)cc1 | nt | 5.2% | nt | 1% | nt
Cn1c(=O)c2c([nH]c(=O)n2C)n(Cc2ccccc2)c1=O | -14% | 0.9% | 4% | nt | -3%
S=c1[nH]cc(-c2ccc(Cl)cc2)n1Cc1ccccc1 | 12% | 0.2% | 16% | -1% | 2%

Next part:
SMILES | Salmonella PhoP GFP | inhibitors of VEEV | M. tuberculosis | influenza NS1A | H37Rv inhibition | others
Cc1nc(CNS(=O)(=O)c2ccc(Br)cc2)cs1 | -2% | 0.6% | -13% | -11% | 10%
CC(=O)c1ccc(NC(=O)c2sc3nc(C)c(C)c(C)c3c2N)cc1 | -8% | 0.4% | -9% | -2% | 4%
CCCn1c(SCC(=O)NC(C)(C)C)nnc1C(C)C | 1% | 1.2% | -6% | -11% | 1%
O=C(CSc1nnc(-c2ccccc2F)o1)N1CCNC1=O | nt | 2.9% | -21% | 7% | -7%
O=C(c1cc([N+](=O)[O-])ccc1Cl)N1CCc2ccccc21 | -1% | 0.1% | 43% | -20% | -3%
CC(=O)Nc1ccc(NC(=O)COc2cccc3c2OC(C)(C)C3)cc1 | 6% | 1.5% | -9% | 0% | 1%
CCc1ccc(NC(=O)CCn2cccc2)cc1 | -9% | 5.4% | 52% | 14% | ?
CSc1cccc(CN2CCC(Oc3cccc(C(=O)N4CCCC4)c3)CC2)c1 | 0% | 1.1% | 15% | 15% | 6%
CC(OC(=O)c1cccc(-n2cnnn2)c1)C(=O)Nc1ccccc1F (stereo not given) | -4% | 6.1% | 2% | -3% | -9%
COc1ccc(/C=C2\SC(=O)N(CC(=O)N(C)C3CCS(=O)(=O)C3)C2=O)cc1 (stereo not given) | -30% | 0.8% | 24% | 15% | 7%
Cc1ccc(S(=O)CCNC(=O)Cc2ccc(Cl)cc2)cc1 (stereo not given) | -2% | 2.6% | 9% | -5% | -9%
O=C(CCCc1nc2ccccc2s1)Nc1ccccc1 | 8% | 0.1% | 60% | -1% | -3%
CCN(CC)C(=O)CSc1nnc(-c2ccc(O)cc2)n1CC1CCCO1 (stereo not given) | -9% | 3.8% | -5% | 3% | -1%
COc1ccccc1C(=O)NNC(=O)c1cccc(F)c1 | -8% | 0.4% | -17% | 5% | 2%
CCOc1ccc(N(CC(=O)NCCc2ccc(OC)cc2)S(C)(=O)=O)cc1 | 1% | 0.8% | 9% | 1% | -1%
N#Cc1sc2nc3c(cc2c1N)CCCC3 | -4% | i | -14% | -2% | -7%
Cc1ccc(S(=O)(=O)N(C)CC(=O)NNC(=O)Cc2cccc(F)c2)cc1 | nt | 0.7% | 22% | -17% | 1%
CCc1nnc(NC(=O)CSc2nncc(=O)n2N)s1 | -5% | 0.2% | -12% | -8% | -7%
C[C@H](NC(=O)c1[nH]cnc1C(=O)Nc1ccc(CNC(=O)OC(C)(C)C)cc1)C(=O)OC(C)(C)C | 1% | 4.2% | 57% | -1% | ?
COc1cc2c(cc1NC(=O)c1cc(-c3ccccn3)nc3ccccc13)oc1ccccc12 | -7% | 10% | -15% | -3% | 7%
OCc1cc(-c2ccc(Cl)c(Cl)c2)on1 | 18% | 0.9% | 36% | 5% | 11%
O=C(CSc1nnc(Nc2ccccc2F)s1)NC1CC1 | nt | 1.0% | 22% | -18% | 6%
Cn1nnnc1SCC(=O)Nc1cc(S(=O)(=O)N2CCCCC2)ccc1Cl | nt | 2.3% | 6% | -10% | -6%
COc1ccc(CCNC(=O)CCc2ccc(OC)cc2)cc1 | 0% | 1.6% | 16% | -3% | -2%
CC(=O)NCCOc1cccc2cccnc12 | 6% | i | -2% | 0% | 0%

Following part
SMILES | Salmonella PhoP GFP | inhibitors of VEEV | M. tuberculosis | influenza NS1A | H37Rv inhibition | others
C/C(=N\O)C(C)(C)Nc1ccc(Cl)cc1 | -1% | 1.9% | -2% | 0% | -5%
S=C1NNC2(NN1)C1CC3CC(C1)CC2C3 | -4% | 0.6% | -3% | -1% | -11%
CCOC(=O)c1ccc(NC(=O)C(C)NS(=O)(=O)c2ccc(OC)cc2)cc1 (stereo not given) | 9% | i | 28% | -19% | -4%
Cc1ccc(C2=NNC(=Nc3ccc(F)cc3)SC2)cc1 | nt | 0.8% | nt | -7% | nt
C#CCOCCOCCOCCNc1nc(N2CCOCC2)nc(N2CCN(C(=O)CCCCCCCCCCNC(=O)[C@@H](CCSC)n3cc(CCO)nn3)CC2)n1 | 2% | 6.1% | 14% | 6% | ?
Cc1cccc(OCCCC(=O)NNC(=O)c2ccccn2)c1 | nt | 5.1% | -2% | -12% | ?
S=C(NC1CCCCC1)N(CCc1ccccc1)CCc1ccccc1 | -4% | i | 33% | 8% | 1%
COc1ccc(OCC(=O)Sc2ccc(C)cc2)cc1 | 1% | 0.6% | 79% | 1% | 4%
O=C(Nc1cc(C(F)(F)F)ccc1Cl)C(Sc1cccc[n+]1[O-])c1ccccc1 (stereo not given) | -5% | 1.3% | 59% | 1% | 39µM*
COc1ccccc1NC(=O)c1cc(C)oc1C | -20% | 0.4% | -10% | -1% | -3%
CCN(CC)C(=O)CSc1nc2cc3c(cc2c(=O)n1CCCCCC(=O)NCc1ccc(OC)cc1)OCO3 | -1% | 0.6% | 0% | 4% | 4%
Cc1ccc(NC(=O)COC(=O)Cn2c(C)csc2=O)cc1C | 4% | 0.6% | -3% | -4% | -7% | inhibitors of VEEV 10K pilot screen=0.7
CN(C)S(=O)(=O)c1ccc(N2CCCC2)c(C(=O)NNC(=O)COc2ccc(Cl)cc2)c1 | -7% | 2.5% | 1% | -4% | -21%
CCOc1ccccc1C=C1SC(=S)NC1=O | nt | 4.8% | nt | 0% | nt
O=C(NCc1ccccc1)c1cccc(S(=O)(=O)NCc2ccccc2)c1 | -3% | 0.5% | 6% | 32% | -2%
COc1cc(S(=O)(=O)N2CCN(C)CC2)ccc1Cl | -7% | i | -9% | -9% | -7%
CC(Oc1ccccc1)C(=O)Nc1ccc(S(=O)(=O)NCC2CCCO2)cc1 (stereo not given) | -13% | 2.6% | -1% | -13% | -1%
Cc1cccc(-c2ncc(CN3CCN(CC(C)C)C(CCO)C3)cn2)c1 (stereo not given) | 10% | 1.1% | 9% | -10% | 3%
COc1ccc(/C=C/C(=O)N2CCN(C)CC2)cc1S(=O)(=O)N1CCCCC1 | -18% | i | -2% | 1% | 11%
COc1ccc([C@@H]2[C@@H]3C(=O)N(C(C)(C)C)C(=O)[C@@H]3[C@]3(CC(C)C)C(=O)N(c4cccc(Br)c4)C(=O)N23)cc1 | -11% | 2.5% | 70% | 11% | -3%
CCSc1nnc(NC(=O)c2ccc3c(c2)OCO3)s1 | -3% | 2.3% | -1% | 24% | -1%
N/C(CN1CCCC1=O)=N\OC(=O)c1ccccc1Cl | 5% | 6.5% | -1% | -5% | -1%
O=C1C(Cl)=C(N2CCCC2)C(=O)N1c1ccc(F)cc1 | -7% | i | 78% | -16% | 11%
CCc1ccccc1NC(=O)N1CCC(NC(=O)C(Cc2ccc(OC)c(OC)c2)NC(C)=O)CC1 (stereo not given) | -1% | 4.9% | 0% | 10% | 1% | inhibitors of VEEV 10K pilot screen=1.0

Source: PubChem
